# Assay outcomes as filed in PubChem BioAssay.
# TRHR PAM: qHTS for Small Molecule Agonists and Allosteric Enhancers of Human TRH Receptor: Primary Screen for Enhancers; Thyrotropin-releasing hormone receptor (Homo sapiens), P34981; enhancement, % at 2 µM; TRHR cells, fluo-8 calcium fluorescence, EC20 TRH enhancement; 0.66% of 360,000 active; in the data active = enhancement above about 30%; also: 0% is about no effect
#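 TRHR-expressing cells loaded with fluo-8 calcium dye were read kinetically (ex 480/em 530) during compound addition, then stimulated with an EC20 of TRH (10 nM final). Enhancement of the Gq-mediated intracellular calcium response was scored.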
# D2 antag: HTS Assay for Allosteric Antagonists of the Human D2 Dopamine Receptor: Primary Screen for Antagonists; inhibition, % at 10 µM; AID 485344, 2010; 2% of 340,000 active; HEK293 TREx D2 cells, calcium flux, dopamine EC80; D(2) dopamine receptor (Homo sapiens), P14416; in the data active = inhibition above about 30%; also: 0% is about no effect
# Target sequence (P14416 whole entry, looked up): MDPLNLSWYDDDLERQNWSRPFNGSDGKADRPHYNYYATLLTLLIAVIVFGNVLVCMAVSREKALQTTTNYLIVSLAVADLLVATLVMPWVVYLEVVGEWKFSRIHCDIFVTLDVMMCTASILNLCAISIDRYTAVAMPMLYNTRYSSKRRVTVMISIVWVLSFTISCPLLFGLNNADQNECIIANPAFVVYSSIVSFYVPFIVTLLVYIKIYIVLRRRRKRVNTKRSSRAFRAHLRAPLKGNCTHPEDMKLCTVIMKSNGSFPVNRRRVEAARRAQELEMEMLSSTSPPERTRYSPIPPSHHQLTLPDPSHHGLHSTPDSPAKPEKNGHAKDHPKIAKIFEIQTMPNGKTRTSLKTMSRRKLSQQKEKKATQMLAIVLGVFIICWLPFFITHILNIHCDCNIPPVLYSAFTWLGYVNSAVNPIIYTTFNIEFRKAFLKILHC
#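 Inhibition of EC80 dopamine-driven calcium flux, recorded kinetically, defines activity here; cells are a tetracycline-induced HEK293 T-REx line expressing force-coupled D2.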
# D1 antag: Antagonist of Human D 1 Dopamine Receptor: qHTS; HEK293 TREx D1 cells, calcium flux, dopamine EC80; hits give low values; D(1A) dopamine receptor (Homo sapiens), P21728; 3.2% of 360,000 active; activity change, negative = inhibition, % at 10 µM; in the data active = activity change below about -30%; also: % is scaled to controls: 0 for no effect and ±100 for the full control effect
# Target sequence (P21728 whole entry, looked up): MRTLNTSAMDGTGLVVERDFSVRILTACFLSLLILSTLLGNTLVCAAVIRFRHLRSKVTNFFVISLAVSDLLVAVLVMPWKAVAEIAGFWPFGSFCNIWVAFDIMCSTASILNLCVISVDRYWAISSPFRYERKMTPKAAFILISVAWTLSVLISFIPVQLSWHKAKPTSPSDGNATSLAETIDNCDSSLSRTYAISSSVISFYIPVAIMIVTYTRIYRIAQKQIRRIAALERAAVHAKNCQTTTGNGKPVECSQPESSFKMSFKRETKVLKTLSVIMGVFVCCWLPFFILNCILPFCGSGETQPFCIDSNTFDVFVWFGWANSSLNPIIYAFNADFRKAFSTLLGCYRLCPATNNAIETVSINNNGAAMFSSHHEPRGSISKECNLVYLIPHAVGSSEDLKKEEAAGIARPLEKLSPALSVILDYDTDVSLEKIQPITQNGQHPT
#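 After overnight tetracycline induction at 30 C, force-coupled D1 HEK293 cells took up a no-wash calcium dye at room temperature. Compounds were added and monitored 180 s, and the response to EC80 dopamine was then recorded.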
# TRHR agonist: qHTS for Small Molecule Agonists and Allosteric Enhancers of Human TRH Receptor: Primary Screen for Agonists | Thyrotropin-releasing hormone receptor (Homo sapiens), P34981 | TRHR cells, calcium flux fluo-8, FDSS agonist mode | activation, % at 2 µM | 0.18% of 360,000 active; also: 0% is about no effect
#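 Read-out: compound-evoked intracellular calcium rise in TRHR cells, fluo-8 dye, kinetic FDSS fluorescence at 1 s/cycle following a 10-cycle baseline. Cells cultured overnight before dye loading (30 min–1.5 h, RT).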
# D2 agonist: HTS Assay for Allosteric Agonists of the Human D2 Dopamine Receptor: Primary Screen for Agonists; D(2) dopamine receptor (Homo sapiens), P14416; HEK293 T-REx D2 cells, calcium flux agonist mode; activation, % at 2 µM; 0.53% of 340,000 active; AID 485358, 2010;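 active = activation over 3 SD above normal in the single-dose calcium agonist read, cut at about 30% in these data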; also: 0% is about no effect
#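 Agonism is scored from calcium flux in a force-coupled, inducible HEK293 cell line expressing D2, read kinetically for 180 s after compound addition against dopamine controls.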
# D2 PAM: HTS Assay for Positive Allosteric Modulators of the Human D2 Dopamine Receptor: Primary Screen for Potentiators | D(2) dopamine receptor (Homo sapiens), P14416 | HEK293 T-REx D2, calcium flux, EC20 dopamine potentiation | potentiation, % at 10 µM | 0.34% of 340,000 active;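 active = potentiation over 3 SD above the plate norm, cut at about 30% in these data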; also: 0% is about no effect
#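 Cells plated with tetracycline inducer and held overnight at 30 C; calcium dye loaded 30–90 min at room temperature; baseline taken, compound added and read 180 s; EC20 dopamine then added and read 180 s.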
# D1 agonist: Allosteric Agonists of the Human D1 Dopamine Receptor: qHTS. AID 504660, 2011. HEK293 T-REx D1 cells, calcium flux, agonist mode. activation, % at 2 µM. 1% of 360,000 active. D(1A) dopamine receptor (Homo sapiens), P21728; also: 0% is about no effect
#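 Tetracycline-induced HEK293 TREx D1 cells, force-coupled to calcium signalling, were dye-loaded with a no-wash calcium kit. Compound was pin-added after a 10 s baseline. Fluorescence was read kinetically at 1 cycle/s for 180 s, with calcium rises flagged as agonism.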
# RXFP1 antag: qHTS Assay for Antagonists of the Relaxin Receptor RXFP1 | HEK293-RXFP1, relaxin-stimulated cAMP HTRF, 30 min; hits give low values | 0.59% of 350,000 active | Relaxin receptor 1 (Homo sapiens), Q9HBX9 | activity change, negative = inhibition, % at 57.5 µM;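 active = activity change of -60% or lower, but not beyond a set lower limit; inconclusive = change between -60% and -40%, or beyond the set limit; inactive = change above -40%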; also: % is scaled to controls: 0 for no effect and ±100 for the full control effect
# D1 PAM: Potentiators of Human D1 Dopamine Receptor: qHTS | HEK293 TREx D1 cells, calcium flux, dopamine EC20 potentiation | D(1A) dopamine receptor (Homo sapiens), P21728 | AID 504651, 2011 | potentiation, % at 10 µM | 0.036% of 360,000 active; in the data active = potentiation above about 30%; also: 0% is about no effect
# Active calls of the source: *; ? = inconclusive; . = no result given. Rule as the data show it, unless noted: active = activation above about 30%; inactive = the rest. Random draw from the library; overall some 7.1% were active at least once.
molecule	TRHR PAM	D2 antag	D1 antag	TRHR agonist	D2 agonist	D2 PAM	D1 agonist	RXFP1 antag	D1 PAM
Cc1ccc(OCC(=O)NCCc2nc3ccccc3[nH]2)c(C)c1	3	16	-27	-0.1	0.2	-15	3	-30	-4
O=C(CN1C(=O)CSc2ccc(S(=O)(=O)N3CCCC3)cc21)NCc1ccc(F)cc1Cl	-4	.	-3	-0.9	0.0	-14	-1	.	2
CCOc1ccc(N(CC(=O)NCCSCc2ccc(C)cc2)S(C)(=O)=O)cc1	0	-10	-5	-0.3	-0.8	-10	1	13	5
COc1ccc(NC(C)=O)cc1S(=O)(=O)N1CCN(Cc2cccs2)CC1	-6	-3	6	0.1	0.3	14	0	5	0
CC(C)N1C(=O)N(c2ccc(Cl)cc2)C(C)(O)CC1(C)C (stereo not drawn)	-2	2	-1	0.4	-0.5	4	0	-2	-6
Cc1c(C)[n+](=O)c(-c2ccco2)c(C)n1[O-]	3	-5	0	-0.6	-0.9	25	4	-4	0
COc1ccc2cc(C(c3nnnn3CCc3ccccc3)N3CCCC(C)C3)c(=O)[nH]c2c1 (stereo not drawn)	3	-7	-7	0.9	0.2	-4	0	-10	9
CCOC(=O)c1c(C)oc2nc(C)nc(Nc3cc(C)cc(C)c3)c12	7	.	1	0.8	.	-3	1	0	0
Cc1cccc(C(=O)N(Cc2ccco2)Cc2ccccc2F)c1	-4	.	-9	-2.0	-1.0	12	1	-72*	3
COc1ccc2nc(C)c3c(c2c1)OC(C(C)(Cl)Br)C3 (stereo not drawn)	-2	9	7	0.6	-0.4	1	2	-18	-1
CC1=C(C(=O)OC2CCCCCC2)C(c2ccc(Cl)cc2Cl)CC(=O)N1 (stereo not drawn)	7	.	18	0.4	-0.2	9	5	.	2
COC(=O)c1ccc(COc2cccc3c2CCN(Cc2cccc(C)c2)C3=O)o1	-6	0	-5	1.7	0.6	-4	18	-12	-4
CC1=C(C(=O)Nc2ccccc2)C(c2cccn2C)n2ncnc2N1 (stereo not drawn)	2	.	16	0.2	0.9	11	0	.	0
Cc1nnc(NC(=O)CSc2nnc(C)c(=O)n2N)s1	1	-17	-23	0.8	-0.4	2	3	1	2
Cc1nc2sc(C(c3cccc(F)c3)N3CCOCC3)c(O)n2n1 (stereo not drawn)	-1	-7	8	-0.2	-0.3	-3	7	5	1

# Looked up one by one from the list above:
molecule	TRHR PAM	D2 antag	D1 antag	TRHR agonist	D2 agonist	D2 PAM	D1 agonist	RXFP1 antag	D1 PAM
Cc1nc2sc(C(c3cccc(F)c3)N3CCOCC3)c(O)n2n1 (stereo not drawn)	-1	-7	8	-0.2	-0.3	-3	7	5	1
O=C(CN1C(=O)CSc2ccc(S(=O)(=O)N3CCCC3)cc21)NCc1ccc(F)cc1Cl	-4	.	-3	-0.9	0.0	-14	-1	.	2

# Continuation:
molecule	TRHR PAM	D2 antag	D1 antag	TRHR agonist	D2 agonist	D2 PAM	D1 agonist	RXFP1 antag	D1 PAM
COc1ccc(C2SCC(=O)N2c2c(C)n(C)n(-c3ccccc3)c2=O)c(OC)c1 (stereo not drawn)	-3	.	15	0.0	.	.	1	-4	-2
COc1ccc(NC(=O)CSc2nc3c(c(=O)n2-c2ccc(F)cc2)SCC3)cc1	-5	3	20	-0.3	-1.9	-8	1	.	-4
COc1cccc(OCc2cc(C(=O)NCC3CCCCC3)no2)c1	-3	-3	6	0.2	-1.2	-6	10	0	-9
COc1ccc(OCCSc2ncc(CO)n2C)cc1	2	9	-6	-0.7	0.1	4	0	-6	3
Cc1csc(NC(=O)/C=C/c2ccco2)n1	-2	4	2	0.1	0.9	9	0	-10	-2
O=C(Nc1cccnc1)c1cc(-c2cccnc2)nc2ccc(Br)cc12	6	-20	-3	1.2	-0.4	-14	0	-1	-7
Cc1c(-c2nc(-c3ccncc3)no2)cccc1[N+](=O)[O-]	-2	-2	-21	-0.8	0.0	-2	1	7	0
CN1C(=O)c2cccc(NCCCCCCN3C(=O)c4ccccc4C3=O)c2C1=O	-7	19	-6	1.0	2.3	-5	2	-5	-3
CNC(=S)N1N=C(c2ccc(C)cc2)CC1c1ccc(OC)c(OC)c1 (stereo not drawn)	-2	-6	9	0.2	0.3	-8	4	-31	0
Cc1ccc2nc(SCC(=O)O)nc(C)c2c1	-1	4	2	0.1	0.2	6	0	33	2
Cc1cc(C)c(C)c(S(=O)(=O)N2CCN(C(=O)c3ccc4c(=O)n5c(nc4c3)CCC5)CC2)c1C	-5	-6	-8	-0.3	-0.2	3	0	5	10
COCCCN1C(=O)C(=O)/C(=C(/O)c2ccc(OC(C)C)cc2)C1c1ccc(O)c(OC)c1 (stereo not drawn)	-2	-1	-22	0.0	-0.2	-2	1	-4	1
CCn1nc(NC(=O)Cc2ccc(OC)cc2)c2cc3cccc(C)c3nc21	-7	15	-5	0.1	0.1	-13	1	-14	0
COC(=O)c1[nH]c2cc(OC)ccc2c1N=CN(C)C	1	-9	-8	1.2	3.2	-7	2	-1	4
COc1ccc(C(=O)Nc2ccccc2N2CCCC2)cc1	0	-20	3	-0.4	0.2	0	0	3	-2
COc1ccc(-c2nc3c(c4nnc(SC(C)C(=O)Nc5ccccc5)n24)COC(C)(C)C3)cc1 (stereo not drawn)	-2	.	-3	1.8	.	.	4	-2	-10
COc1cc2c(cc1OC)-c1cc(Nc3cccc(C)c3)nc(=O)n1CC2	1	.	-3	-0.5	.	.	2	24	-2
COc1cccc(NC(=O)c2cc3ccccc3o/c2=N\O)c1	49*	10	-1	-0.2	-0.3	10	0	-8	2
COC(=O)c1c(-c2ccc(SC)cc2)sc2ccccc12	0	-2	.	0.5	2.2	14	7	.	-2
COc1cc2[nH]c3c(=O)n(CCN4CCCCC4)cnc3c2cc1OC	-3	2	2	0.0	0.3	3	0	4	-4
CC(=O)Nc1ccc(NC(=O)C2c3ccccc3Oc3ccccc32)cc1	-14	-11	-5	1.2	0.1	4	7	-11	0
COc1ccc(N(CC(=O)Nc2cccc(C)c2)S(=O)(=O)c2c(C)n[nH]c2C)cc1	5	-13	10	1.1	0.7	-2	3	1	2
CCOC(=O)c1cc(-c2ccc(OC)cc2)n(CCC(=O)NCc2ccccc2OC)c1C	6	.	4	0.1	0.1	-4	5	-5	1
CCN1C(=O)c2ccccc2Sc2ccc(C(=O)O)cc21	5	-18	-4	1.2	1.3	0	1	6	3
Cc1cc(NC(=O)c2ccc(NC(=O)C3CCCO3)cc2)ccc1Br (stereo not drawn)	-3	-19	-25	0.6	-0.3	-4	14	-12	-17
CCOc1ccc(C(=O)NCC(=O)OCC(=O)c2ccc3c(c2)-c2ccccc2C3)cc1	3	11	6	1.7	1.0	0	4	-8	3
Cc1ccc2cn[nH]c2c1NC(N)=S	2	4	-36*	-0.1	2.1	9	0	-19	-7
Cc1nc2nc(C)c(NS(=O)(=O)c3ccc(C4CCCCC4)cc3)c(=O)n2[nH]1	-1	-20	20	0.6	1.7	28	-1	2	-1
CCc1nc(C)cn1S(=O)(=O)c1cc(OC)c(C)cc1C	-5	.	-14	-0.1	.	6	2	-1	-4
O=C(CSc1n[nH]c(=O)n1-c1ccccc1)Nc1ccccc1C(F)(F)F	-1	-1	11	-0.5	0.2	-2	3	-3	-2
COc1cccc(OCCNC(=O)Nc2cc(F)c(F)cc2Cl)c1	-5	-2	-40*	-0.9	-0.6	-5	9	9	20
Cc1ccc(CNC(=O)CN2Cc3ccccc3C2=O)cc1	2	.	-37*	-0.1	0.3	-18	0	-9	-5
Cc1ccc(O)c(C(=O)c2cnn(C(=O)Cc3csc(C)n3)c2)c1	-2	-5	-8	0.7	-0.9	9	3	-24	-4
COc1cccc(N2CCN(C(=O)c3cccc(-n4c(C)nc5cccnc54)c3)CC2)c1	6	.	-11	-0.5	0.1	6	1	?	-1
COc1ccc([N+](=O)[O-])cc1NC(=O)c1cccnc1	-1	-26	-10	0.7	1.4	13	3	-10	12
O=C(N/C(=C/c1ccc(F)cc1)C(=O)N1CCCCC1)c1ccco1	1	-4	-4	1.4	1.0	2	4	5	-5
O=C1CC2(CCN(C(=O)c3c(F)cccc3F)CC2)Oc2ccccc21	13	.	0	0.6	.	.	3	-6	-4
CCc1ccc(C(=O)CN2C(=O)C(C)N(c3ccc(C)cc3)C2=O)cc1 (stereo not drawn)	5	3	-11	-0.2	-0.2	10	0	1	-2
CCC(C(=O)NCCC(C)C)N(C(=O)Cn1nnc(-c2ccc(C)cc2)n1)c1cccc(O)c1 (stereo not drawn)	3	.	-9	-0.5	-0.7	8	1	-13	2
CCCN1C2CCCC1CC(NC(=S)Nc1ccc(OC)cc1)C2 (stereo not drawn)	-2	-10	-12	1.7	0.4	-4	2	-1	-8
CCN(CC)CCn1c2c(c(SCC(=O)Nc3cccc(C(C)=O)c3)nc1=O)CCCC2	-5	8	3	-0.4	-1.6	13	4	-7	1
O=C1CC(NC(=O)c2ccc(Cl)cc2)C(=O)N1 (stereo not drawn)	-2	.	1	0.4	.	.	1	2	-5
CCc1cccc(Nc2cnn(C34C[C@@H]5C[C@@H](CC(CC(=O)O)(C5)C3)C4)c(=O)c2Cl)c1	-1	8	-15	0.6	0.9	-4	2	-2	-5
Cc1ccc(OC(C)C(=O)N(C)c2ccccc2)c([N+](=O)[O-])n1 (stereo not drawn)	1	-1	-16	-0.1	-1.3	-12	3	3	-4
CCC1CCCCN1C(=O)c1ccc(OC2CCN(C(=O)CCOC)CC2)cc1 (stereo not drawn)	-2	11	-1	0.4	0.2	5	4	11	3
CCCC(=O)Nc1nnc(-c2ccc3c(c2)OCCO3)o1	19	-6	2	1.1	-0.3	1	4	-7	-4

# Of the compounds above, three have a COOH group.
molecule	TRHR PAM	D2 antag	D1 antag	TRHR agonist	D2 agonist	D2 PAM	D1 agonist	RXFP1 antag	D1 PAM
Cc1ccc2nc(SCC(=O)O)nc(C)c2c1	-1	4	2	0.1	0.2	6	0	33	2
CCN1C(=O)c2ccccc2Sc2ccc(C(=O)O)cc21	5	-18	-4	1.2	1.3	0	1	6	3
CCc1cccc(Nc2cnn(C34C[C@@H]5C[C@@H](CC(CC(=O)O)(C5)C3)C4)c(=O)c2Cl)c1	-1	8	-15	0.6	0.9	-4	2	-2	-5
